Screening data: PubChem, National Center for Advancing Translational Sciences (NCATS)
12-hLO inh: blocks human 12-lipoxygenase activity. P18054. purified 12-hLO, xylenol orange hydroperoxide absorbance. Potency, µM (titrated, usually from 57.1 µM), inactives show top-dose activity change, negative = inhibition, usual class: inhibitors. actives 0.12% (n = 150,000). AID 1452; further: potency means the concentration at half of the fitted maximal effect; nearly all actives have a fitted effect of over 55% in size; many of its hits are not listed in these tables
Target sequence (P18054 whole entry, looked up): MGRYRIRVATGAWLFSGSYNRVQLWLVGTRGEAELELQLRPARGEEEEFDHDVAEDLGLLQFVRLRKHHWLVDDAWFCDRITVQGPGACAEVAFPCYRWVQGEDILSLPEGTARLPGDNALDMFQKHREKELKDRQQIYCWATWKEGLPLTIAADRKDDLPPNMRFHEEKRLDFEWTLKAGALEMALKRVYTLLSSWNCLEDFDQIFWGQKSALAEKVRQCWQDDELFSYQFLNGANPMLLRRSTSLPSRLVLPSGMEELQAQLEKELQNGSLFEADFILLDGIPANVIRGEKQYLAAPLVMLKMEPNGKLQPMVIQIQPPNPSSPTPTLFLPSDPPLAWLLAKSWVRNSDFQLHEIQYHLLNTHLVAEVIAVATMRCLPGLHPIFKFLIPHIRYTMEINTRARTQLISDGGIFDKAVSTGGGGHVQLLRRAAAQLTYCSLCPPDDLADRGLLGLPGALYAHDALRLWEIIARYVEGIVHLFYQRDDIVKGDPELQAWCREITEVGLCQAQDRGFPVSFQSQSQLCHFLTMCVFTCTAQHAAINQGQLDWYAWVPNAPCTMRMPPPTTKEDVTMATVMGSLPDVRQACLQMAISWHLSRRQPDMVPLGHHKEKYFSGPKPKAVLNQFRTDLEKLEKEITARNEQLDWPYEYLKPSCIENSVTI
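150 nM 12hLO, 25 mM Hepes pH 7.0 + 0.01% Triton X-100; cpd preinc 15 min RT; 40 uM arachidonic acid, 30 min RT; Fe-XO 30 min; A573/A405 ratio as read-out.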
IMPase inh: IMPase inhibition in cells. P97697. CHO-M1 cells, IP1 accumulation, HTRF TR-FRET ratio. inhibition (IP1 accumulation), % at 46.1 µM. 120,000 tested, under 10 active; active means well fitted curve in the direction sought with a large enough effect in the signal ratio, not every such curve was filed as active; inconclusive means small, poorly fitted or top-dose-only effect, or a change in a side signal; inactive means no such curve, though single readings can be large or run the other way; the % refers to the signal ratio;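 further: cells stimulated with carbachol in lithium chloride buffer; plate controls were DMSO basal wells for no effect and reference inhibitor wells for full effect; higher means more IMPase inhibition seen as more IP1 and lower FRET ratio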
Target sequence (P97697 whole entry, looked up): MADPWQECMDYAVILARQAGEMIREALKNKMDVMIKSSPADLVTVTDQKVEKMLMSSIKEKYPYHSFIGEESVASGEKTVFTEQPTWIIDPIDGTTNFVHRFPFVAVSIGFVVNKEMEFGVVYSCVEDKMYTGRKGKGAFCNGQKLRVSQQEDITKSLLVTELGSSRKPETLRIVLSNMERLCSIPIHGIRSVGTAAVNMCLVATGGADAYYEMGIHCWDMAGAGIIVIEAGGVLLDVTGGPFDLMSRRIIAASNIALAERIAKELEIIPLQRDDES
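Elevated IP1 in lysates lowers TR-FRET signal (665/620 ratio and 620 channel reported). Cells were CHO-M1, given carbachol (50 uM as added) plus 50mM LiCl, pH 7.4, 30 min, 37C; compounds titrated up to 46 uM; AC50 by Hill equation.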
15-hLO-2 inh: blocks human 15-lipoxygenase 2 activity | O15296 | purified 15hLO-2, xylenol orange hydroperoxide absorbance | Potency, µM (series often up to 57.1 µM), inactives show at the top dose activity change, negative = inhibition, hits mostly inhibitors | actives 0.56% (n = 110,000) | AID 881; further: potency means the concentration at half of the fitted maximal effect; nearly all actives have a fitted effect of over 60% in size; many of its hits are not listed in these tables
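Enzyme 50 nM, AA 45 uM, 25 mM Hepes pH 7.5 + 0.01% Triton X-100; cpd preinc 15 min RT, rxn 90 min RT; stop/detect with 200 uM XO + 300 uM Fe(II) in 50 mM H2SO4, 30 min; A573/A405.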
PNC inhibitor: inhibitors of perinucleolar compartment assembly; PC3M PTB-GFP, PNC prevalence imaging, 16 h; stronger effect = lower value; activity change (PNC), negative = inhibition, % at 10 µM; actives 3.1% (n = 140,000); AID 2417;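 active means readout at or below -70, meaning at least 70% loss of cells showing the perinucleolar compartment, a nuclear body marking cancer cells; inconclusive means readout between -30 and a set limit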;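 further: plate controls were DMSO wells for no effect and camptothecin positive control wells for full effect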
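Compounds are pinned in duplicate onto adhered PC3M cells stably expressing GFP-tagged PTB and incubated 16 h at 37 C. Cells are then fixed, nuclei stained with Hoechst, and PNC-positive cells counted.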
The depositor's hits bear a star; ? = inconclusive; nt = no result given; [ ] = remark or other dose. Unless noted, the call rests on the fitted dose curve; in most records, active means well fitted curve in the direction sought with a large enough effect; inconclusive means small, poorly fitted or top-dose-only effect, or another doubt; inactive means no such curve, though single readings can be large; an effect the other way counts as inactive or inconclusive. Unless noted, on the % scale 0 is the no-effect control and ±100 the full control effect. An excerpt, so the mix of outcomes need not match the whole.

smiles | IMPase inh | PNC inhibitor | 15-hLO-2 inh | 12-hLO inh
Cc1ccc(CNC(=O)N2CCN(C)CC2)cc1 | nt | -7 | nt | 2%
CCCCNC(=O)c1cc2c(-c3ccc(Cl)cc3)nn(C)c2s1 | -3 | 1 | 15% | -6%
CCOC(=O)c1cc(CC)sc1NC(=O)COc1ccc2c(C)cc(=O)oc2c1 | nt | 5 | nt | 0%
CCSc1nnc(NC(=O)C2CCN(S(=O)(=O)c3c(C)c(C)cc(C)c3C)CC2)s1 | nt | -24 | nt | -1%
Cc1c(C(=O)NCC2CCCO2)oc2ccc(S(=O)(=O)N3CC(C)CC(C)C3)cc12 (centres undefined) | 4 | -18 | -3% | -7%
CC(C)CCC[C@@H](C)[C@@H]1CC[C@@H]2[C@H]3CC[C@H]4C[C@@H](N)CC[C@@]4(C)[C@@H]3CC[C@]21C | nt | nt | -2%[11.4 µM] | -1%[11.4 µM]
CC(=O)Nc1ccc(S(=O)(=O)Nc2nc3ccccc3nc2N2CCc3ccccc3C2)cc1 | nt | 41 | nt | -3%
O=C(Nc1ccc(Cl)c([N+](=O)[O-])c1)C(NCCCO)c1ccccc1 (centres undefined) | nt | ? | nt | 1%
N#CCCn1nnc(-c2ccccc2F)n1 | 3 | -5 | -7% | -2%
C=CCOc1ccc(/C(O)=C2\C(=O)C(=O)N(CCCOC)C2c2ccc(O)c(OC)c2)cc1 (centres undefined) | -7 | ? | 0% | -6%
CC(Sc1nc(-c2ccccc2)cc(C(F)(F)F)n1)C(=O)N1CCC(C(N)=O)CC1 (centres undefined) | 2 | ? | nt | 7%
CC(NC(=O)Cc1ccc(F)cc1)c1ccc(F)cc1 (centres undefined) | nt | 18 | nt | 2%
CCCS(=O)(=O)N1CCCC(C(=O)NCCN2CCCCC2C)C1 (centres undefined) | -9 | -17 | 0% | 0%
CCOC(=O)N1CCN(C(=O)c2nn(-c3ccc(C)cc3)c(=O)c3c2c2ccccc2n3C)CC1 | ? | 7 | -7% | -4%
Cc1noc(C)c1C(=O)N1CCC2(CCN(Cc3nccs3)CC2)CC1 | nt | nt | -4% | 1%
CCOC(=O)CC(=O)CSC1=C(C#N)C(c2ccccc2OC)CC(=O)N1 (centres undefined) | 0 | ? | -2% | -4%
NS(=O)(=O)c1cccnc1Nc1cccc(C(F)(F)F)c1 | -9 | -15 | 8% | -4%
COc1ccc(OCCSc2n[nH]c(N)n2)cc1 | 6 | -14 | 1% | -3%
CCOC(=O)c1sc(NC(=O)c2cc(-c3ccccc3)nc3ccccc23)c(C#N)c1C | -1 | 33 | -13% | -2%
COC(=O)c1c(C)oc2ccc(N(C(=O)c3ccncc3)S(=O)(=O)c3ccc(C)cc3)cc12 | 14 | ? | 8% | -3%
FC(F)(F)c1cnc(Oc2cccc3ccccc23)c(Cl)c1 | nt | -29 | nt | 2%
COc1cc(C=O)c([N+](=O)[O-])cc1OC | nt | nt | -9% | -9%
O=C(NC(=S)N1CCCCC1)C12CC3CC(CC(C3)C1)C2 | 5 | -24 | ? | -21%
CCN(C(=O)COC(=O)c1cccnc1Nc1cccc(C(F)(F)F)c1)C1CCS(=O)(=O)C1 (centres undefined) | nt | -1 | nt | -2%
CC(C)Oc1ccc(C(=O)NCc2cccnc2)cc1 | 9 | 11 | 3% | 7%
CCCCC(=O)Nc1ccc(C(=O)NCc2ccncc2)cc1 | 4 | -9 | 7%[2.29 µM] | -1%
CCC(=O)Nc1nc(C)cc(SCC(=O)OC)n1 | 2 | ? | -1% | -5%
C=CCc1ccccc1OCC(O)CN1CCN(CCN2C(=O)c3cccc4cccc(c34)C2=O)CC1 (centres undefined) | nt | ? | nt | -20%
Cc1ccc(Cn2ccc(NC(=O)c3noc4c3CCCCC4)n2)cc1 | 3 | 28 | 18% | -1%
COc1ccc(C(=O)Nc2ccc(N3CCN(C(=O)C(C)C)CC3)cc2)cc1[N+](=O)[O-] | nt | ? | nt | -1%
O=S(Cc1ccccc1)CC(O)(c1ccccc1)c1ccccc1 (centres undefined) | 1 | ? | 2% | -4%
CCCCNC(=O)c1onc(CSc2cccc(Cl)c2)c1C(=O)O | -4 | 43 | 1% | -3%
O=C(Nc1ccc2c(c1)OCO2)c1c(Cl)nc2sccn12 | -5 | 27 | -1% | -5%
CCCOc1ccc(-c2nc(C#N)c(NCCCn3ccnc3)o2)cc1 | 5 | ? | 12% | -7%
C(=N\n1cnnc1)/c1ccc2ncccc2c1 | -8 | -5 | 9% | -2%
Cc1cccc(C)c1NC(=O)CS(=O)CC(=O)NC1CCCc2ccccc21 (centres undefined) | -13 | -3 | nt | 1%
COc1ccc(CCNC(=O)CCn2c(=O)oc3ccccc32)cc1OC | -3 | 16 | 1% | 4%
C=CCn1c(C(c2ccccc2)c2ccccc2)n[nH]c1=S | nt | -3 | nt | -1%
Cc1ccc(Cl)cc1NC1=C/C(=N\S(=O)(=O)c2cccs2)c2ccccc2C1=O | -2 | -3 | -14% | -18%
COc1ccccc1C(=O)Nc1ccc(C(=O)O)cc1 | nt | 9 | nt | -6%
CCOc1cc(/C=N\Nc2nc(Nc3ccccc3)nc(N3CCOCC3)n2)ccc1OC(=O)c1ccco1 | nt | -2 | nt | -4%
Cn1c(C(=O)N2CCCC(C(=O)NCCCc3ccccc3)C2)cc2sccc21 (centres undefined) | -4 | -4 | 3%[2.29 µM] | -7%
O=C(Nc1nc2cc3c(cc2s1)OCO3)C1=COCCO1 | nt | 21 | nt | -5%
CC(=O)c1cccc(N=C2C(=O)Nc3ccccc32)c1 | ? | 16 | -15% | -7%
N#C/C(=C\C1=C(N2CCOCC2)C(=C\c2ccccc2)/CC1)C(=O)Nc1ccccc1F | nt | ? | nt | -1%
O=C(Nc1ccc2c(c1)OCO2)c1ccc(N2CCCC2)c([N+](=O)[O-])c1 | nt | 96 | nt | -2%
COCC(=O)N1CCC2(CCCN(C(=O)Nc3cccc(C#N)c3)C2)CC1 | nt | nt | 4% | -1%
CC(=O)NC(CCS(C)(=O)=O)C(=O)Nc1cccc(C)c1C (centres undefined) | 5 | -3 | nt | 0%
CCC(=O)Nc1nc2cc(OC)ccc2s1 | 3 | -17 | 3% | -12%
O=C(Nc1ccc(N2CCOCC2)nc1)c1ccc(F)cc1 | 7 | ? | -3% | 6%
CC(C)(Oc1ccc(Cl)cc1)C(=O)Nc1ncccn1 | 3 | ? | -2% | -5%
O=C(CO/N=C/c1ccc2c(c1)OCO2)Nc1cccc(Br)c1 | nt | 11 | nt | -1%
c1ccc(CCCNc2nnnc3ccccc23)cc1 | nt | nt | -4%[11.4 µM] | 0%[11.4 µM]
O=C(O)c1c(-c2ccccc2)c2oc3ccccc3c2[nH]c1=O | -16 | -5 | -6% | -16%
COc1ccc(-c2cc(C(=O)NC3CCCC3)no2)cc1OC | -1 | -2 | -9% | -4%
CCCCCOc1ccc(NC(=O)C(=O)NCCCn2ccnc2)cc1 | 10 | -25 | 33%[activator] | -5%
CCOc1ccccc1C(=O)NCCCCCC(=O)O | -4 | 106 | 12% | 0%
Cc1ccc(/C=C/C(=O)Nc2cc(C)on2)cc1 | 6 | ? | -4% | -1%
CC(NC(=O)Cn1cc2c(n1)CCCCC2)c1ccccc1 (centres undefined) | 7 | ? | 2% | -7%
O=C(N/N=C/c1cc(Br)ccc1O)C(c1ccncc1)N1CCOCC1 (centres undefined) | nt | 268 | nt | -10%

Next part.
smiles | IMPase inh | PNC inhibitor | 15-hLO-2 inh | 12-hLO inh
CCCC1=C(C(=O)OCC)C(c2ccncc2)n2ncnc2N1 (centres undefined) | -6 | -18 | 12% | -6%
O=C(NNC(=S)Nc1ccc(OC(F)F)cc1)c1cc2c(s1)CCCC2 | 9 | 0 | nt | -4%
C(#Cc1ccccc1)C[N+]1(CC#Cc2cccc3ccccc23)CCCC1 | nt | 237 | nt | 1%
O=C(CSc1nc2[nH]ncc2c(=O)n1-c1ccccc1)N1CCCc2ccccc21 | 0 | 5 | -11% | -6%
CCOc1ccccc1OCCOc1ccc(F)cc1 | 1 | 34 | 2% | -2%
CCc1ccccc1NC(=O)CN1C(=O)C2CCCN2c2ncc(Cl)cc21 (centres undefined) | 8 | ? | -4% | -5%
Cc1ccc(S(=O)(=O)N2CCN(c3cc4c(cc3[N+](=O)[O-])n(C)c(=O)n4C)CC2)cc1 | 17 | 10 | -3% | -5%
COc1cc2c(C(=O)N3CCN(c4cccc(Cl)c4)CC3)cn(CC(C)C)c(=O)c2cc1OC | 5 | 40 | 15% | -6%
O=C(NC1=NCCS1)NC12CC3CC(CC(C3)C1)C2 | -12 | 7 | 16% | 2%
Cc1cnc(C(=O)Nc2cccc3cccnc23)cn1 | -5 | -28 | 6% | 2%
CCOC(=O)c1sc2nc(-c3ccccc3)ccc2c1N | nt | -30 | nt | 2%
O=S(=O)(c1ccc(Sc2nnc3ccccn23)nc1)N1CCOCC1 | 13 | ? | -8% | 3%
CCOc1ccc(C(=O)NCC(C)CN(C)C)cc1OCC (centres undefined) | 0 | -12 | 5%[2.29 µM] | -5%
CCOC(=O)Cc1csc(NC(=O)c2cccc(OC)c2)n1 | 5 | -4 | -2% | -2%
CCCC1C(c2ccc(OC)cc2)C(C#N)(C#N)C2(C#N)CC1(N)NC2=O (centres undefined) | 1 | 17 | -17% | -9%
Cc1ccc(C(C(=O)NC2CCCC2)N2CCCCC2)cc1 (centres undefined) | 0 | -17 | nt | 2%
CCOc1ccc(CN2CCN(C(=O)c3ccccc3)CC2)cc1 | 2 | -7 | -4% | -7%
CCc1c(C)nc(SCC(=O)Nc2ccc(Br)cc2)[nH]c1=O | -7 | -4 | -7% | -5%
C=CCn1c(COc2ccc(CC)cc2)nnc1SC/C(O)=C(\C#N)c1nc2ccccc2[nH]1 | -6 | -23 | 18% | -2%
O=C(CC1c2ccccc2Oc2ccccc21)Nc1ccccc1C(F)(F)F | nt | 30 | nt | -5%
CCOCCOC(=O)C1=C(C)N(C)C(=O)NC1c1ccccc1F (centres undefined) | -5 | 29 | 1% | 1%
Cc1ccc(S(=O)(=O)N2CCN(C(=O)CSc3nc4ccccc4o3)C2)cc1 | 2 | 2 | -17% | -8%
COC(=O)c1scc(C)c1NC(=O)C1CCCCC1 | 7 | -27 | -4% | -3%
CCn1ncc([N+](=O)[O-])c1C(=O)N1CCCC1 | 5 | 17 | 2% | 2%
COc1cccc(OC)c1Oc1ccc(C(F)(F)F)cn1 | -16 | ? | -1% | 4%
Cc1cc(NCCN2CCOCC2)n2c(nc3ccccc32)c1C#N | -11 | 18 | 2% | -4%
Cc1cc(C)c(NC(=O)c2ccc(CNS(=O)(=O)c3cc(C(F)(F)F)ccc3Cl)cc2)c(C)c1 | -5 | ? | nt | 0%
CC1CN(C(=O)c2ccccc2)C(=Nc2cccc(S(=O)(=O)N(C)C)c2)S1 (centres undefined) | -3 | 35 | nt | -4%
Fc1ccc2[nH]c3c(NCCN4CCOCC4)ncnc3c2c1 | 15 | ? | 22% | -5%
CCc1cc2c(=O)c(-c3nc4ccccc4n3C)coc2c(CN2CCN(C)CC2)c1O | -2 | ? | 28% | -6%
O=C1COc2ccc(NC(=O)N3CCN(c4ccc(F)cc4)CC3)cc2N1 | 0 | -5 | nt | 6%
CCS(=O)(=O)N1CCCC(C(=O)NCc2cccnc2)C1 (centres undefined) | -6 | -26 | -2% | 4%
CCOc1cc(C(=O)N(C)Cc2cc3cc(OC)ccc3[nH]c2=O)cc(OCC)c1OCC | -8 | 61 | -12% | -8%
Nc1ncnc2c1ncn2[C@@H]1O[C@H](COP(=O)(O)OP(=O)(O)O)[C@@H](O)[C@H]1O | -2 | nt | 10% | -4%
CCOc1ccc(NS(=O)(=O)c2cc(OCC(N)=O)c(C)cc2Cl)cc1 | nt | -14 | nt | -5%

Exported with values under each structure: part of the list above
Values run as follows: IMPase inh	PNC inhibitor	15-hLO-2 inh	12-hLO inh
CCS(=O)(=O)N1CCCC(C(=O)NCc2cccnc2)C1 (centres undefined)
  -6	-26	-2%	4%
COc1cccc(OC)c1Oc1ccc(C(F)(F)F)cn1
  -16	?	-1%	4%
